GRIN3A LBD mod: modulates the human NR3A ligand-binding domain. NR3A LBD differential scanning fluorimetry, Tm shift; 0% = protein alone, 100% = glycine-bound protein. Tm shift relative to glycine control, % at 25 µM. actives 2.5% (n = 340,000);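 active means melting temperature shift of at least 10% of the positive control shift, at one fixed dose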
hIAP act: human IAP activation. P09923. purified human IAP, CDP-Star luminescence, 30 min; stronger effect = higher value; 1 = vehicle-only enzyme, 0 = enzyme-free background. activation factor at 10 µM. actives 0.16% (n = 330,000);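 active means activation factor of the enzyme at least 2-fold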; further: the source names both 10 and 20 µM as test concentration; values of inactives mirror those of a sister screen read the other way
Target sequence (P09923 whole entry, looked up): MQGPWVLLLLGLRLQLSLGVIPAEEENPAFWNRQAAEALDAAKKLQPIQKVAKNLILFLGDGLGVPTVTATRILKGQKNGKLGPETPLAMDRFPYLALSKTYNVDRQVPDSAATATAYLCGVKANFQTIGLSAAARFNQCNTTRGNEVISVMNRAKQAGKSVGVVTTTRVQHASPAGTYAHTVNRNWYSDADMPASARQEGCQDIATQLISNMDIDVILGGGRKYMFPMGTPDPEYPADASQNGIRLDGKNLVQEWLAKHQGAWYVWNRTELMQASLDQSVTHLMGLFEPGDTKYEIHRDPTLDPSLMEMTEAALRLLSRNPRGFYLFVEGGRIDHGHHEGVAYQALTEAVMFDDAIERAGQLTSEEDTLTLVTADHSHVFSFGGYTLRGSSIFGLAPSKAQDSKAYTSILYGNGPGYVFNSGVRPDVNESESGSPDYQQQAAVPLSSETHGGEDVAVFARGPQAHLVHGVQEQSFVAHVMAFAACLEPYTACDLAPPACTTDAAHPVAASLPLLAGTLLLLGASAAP
MPTP inh: blocks calcium-induced mitochondrial swelling. actives 1.4% (n = 360,000). inhibition, % at 10 µM. AID 602449. isolated mouse mitochondria, Ca2+ swelling absorbance, 30 min;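 active means inhibition of 50% or more, scaled per plate between neutral and stimulator controls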;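 further: 0% = DMSO wells given calcium and 100% = 1 mM EGTA wells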
hIAP inh: human IAP inhibition | P09923 | purified IAP, CDP-Star luminescence, 30 min | inhibition, % at 10 µM | actives 0.12% (n = 330,000);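 active means inhibition reaching a set limit with compound at 10 µM in the primary screen, cut at about 35% in these data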;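 further: plate controls were DMSO wells with enzyme for no effect and no-enzyme buffer wells for full effect; values of inactives mirror those of a sister screen read the other way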
mIAP block: blocks mouse intestinal alkaline phosphatase; AID 2806; purified mouse IAP, CDP-Star luminescence, 30 min; actives 0.2% (n = 330,000); inhibition, % at 10 µM;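 active means inhibition of at least 40% at 10 µM in the primary screen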;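 further: plate controls were DMSO with enzyme for no effect and no enzyme wells for full effect; values of inactives mirror those of a sister screen read the other way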
mIAP act: mouse IAP activation. muIAP, CDP-Star luminescence, 30 min; stronger effect = higher value; 1 = vehicle-only enzyme signal, 0 = enzyme-free wells. activation factor at 10 µM. actives 0.24% (n = 330,000). AID 2805;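 active means activation factor of at least 2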; further: the source names both 10 and 20 µM as test concentration; values of inactives mirror those of a sister screen read the other way
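Assay system: mouse IAP enzyme; reagent: chemiluminescent substrate CDP-Star; dosing: test compounds delivered from DMSO solution; schedule: 30 min at room temperature; measured by: luminescence from enzymatic CDP-Star hydrolysis; controls: DMSO-only wells and no-enzyme negative control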
APOBEC3A inh: human APOBEC3A DNA deaminase inhibition. recombinant A3A, FAM/TAMRA ssDNA deamination fluorescence. inhibition, % at 20 µM. P31941. actives 0.41% (n = 330,000);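 active means at least 40% inhibition at 20 µM here, with at most 30% in a related deaminase screen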;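 further: plate controls were A3A with DMSO for no effect and wells lacking A3A enzyme for full effect; some results filed as inactive read as strong as hits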
Target sequence (P31941 whole entry, looked up): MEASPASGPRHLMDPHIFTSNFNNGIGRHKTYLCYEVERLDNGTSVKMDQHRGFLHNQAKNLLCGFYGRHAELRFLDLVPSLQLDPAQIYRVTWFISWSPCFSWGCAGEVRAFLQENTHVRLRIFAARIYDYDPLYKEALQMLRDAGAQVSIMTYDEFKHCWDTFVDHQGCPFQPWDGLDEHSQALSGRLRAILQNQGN
beta cell repl: MIN6 beta-cell proliferation induction; MIN6 cells proliferation, ATPlite luminescence, 48 h; cells starved in 0.2% serum; 100% = growth in 10% serum; actives 0.29% (n = 330,000); proliferation, % at 10 µM;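 active means compounds whose signal lies at least 3.5 SD above the mean of all wells on their plate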;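 further: 0% = DMSO-treated cells in low-serum medium and 100% = 10% serum control; some compounds called inactive have numbers as strong as hits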
A3G deaminase: blocks human APOBEC3G single-stranded DNA deamination | Q9HC16 | recombinant A3G, ssDNA deamination FAM/TAMRA fluorescence | inhibition, % at 20 µM | actives 0.28% (n = 330,000);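 active means inhibition of at least 40% at 20 µM, with no more than 30% in the related APOBEC3A deaminase screen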;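 further: plate controls were DMSO wells with A3G for no effect and wells lacking A3G enzyme for full effect; some compounds called inactive have numbers as strong as hits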
Target sequence (Q9HC16 whole entry, looked up): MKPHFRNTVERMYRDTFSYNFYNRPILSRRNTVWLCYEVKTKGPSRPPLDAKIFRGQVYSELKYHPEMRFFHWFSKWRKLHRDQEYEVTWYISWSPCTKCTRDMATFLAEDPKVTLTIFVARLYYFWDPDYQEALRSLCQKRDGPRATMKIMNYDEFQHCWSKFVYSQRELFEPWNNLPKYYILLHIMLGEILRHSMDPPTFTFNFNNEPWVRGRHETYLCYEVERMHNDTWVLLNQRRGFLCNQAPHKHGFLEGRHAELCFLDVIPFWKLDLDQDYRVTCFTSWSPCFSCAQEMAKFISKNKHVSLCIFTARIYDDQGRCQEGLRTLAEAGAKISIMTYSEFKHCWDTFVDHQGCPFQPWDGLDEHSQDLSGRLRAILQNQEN
Active calls of the source: *; . = no result given; & = joins results of further samples.

SMILES	GRIN3A LBD mod	hIAP act	MPTP inh	hIAP inh	mIAP block	mIAP act	APOBEC3A inh	beta cell repl	A3G deaminase
O=C(NOCc1ccccc1)c1ccccc1	-0.1	1.12	-0.7	-12.1	3.7&7.3	0.963&0.927	-1.5&0.7	0.0	1.2&15.9
O=C(O)c1ccc(-n2cccc2/C=C2/SC(=O)N(CC(=O)N3CCCC3)C2=O)cc1	-1.6	1.11	0.4	-11.2	5.4	0.946	96.3	-2.1	84.6
COc1nnc(-c2ccc(C)c(S(N)(=O)=O)c2)c2ccccc12	0.5	1.03	-0.3	-3.3	10.1	0.899	-3.0	3.8	-5.0
O=C(O)c1ccc(N/N=C/c2ccc3nccnc3c2)cc1	0.8	0.96	1.2	4.0	7.8	0.922	0.4	-2.9	-4.9
CN(C)c1nc(NCc2ccccc2)nc(N/N=C/c2ccc(Br)cc2)n1	-1.7	1.02	-1.7	-1.6	5.2	0.948	-2.6	-6.1	-4.7
COc1ccc(-c2cc(C(=O)Nc3ccc4c(c3)OCO4)no2)cc1	-5.2	1.07	0.8	-7.3	-3.1	1.03	-3.0	-1.3	-9.5
CCN=C1S/C(=C\c2cc(Cl)c(OC)c(OC)c2)C(=O)N1CC	0.3	0.942	0.0	5.8	7.3	0.927	-4.0	4.7	-8.0
COc1cc(/C=C(/C#N)C(=O)Nc2ccc(C)cc2)ccc1Oc1nc(Cl)ncc1F	-1.6	0.94	12.4	6.0	2.2	0.978	-0.2	-3.5	0.7
COc1ccc(-n2nc3c(N4CCC(C(=O)NCc5cccc(C)c5)CC4)nnc(C)c3c2C)cc1	-2.5	2.21*	-1.7	-121.3	-27.0	1.27	1.8	-7.6	1.0
CCN(CC(=O)Nc1ccc(NC(C)=O)cc1)C(=O)COc1ccccc1Cc1ccccc1	-0.8	1.17	0.3	-17.3	-1.0	1.01	3.9	-0.4	-5.2
CC[C@]12c3[nH]c4cc(CCC(=O)N(C)C)ccc4c3CCN1C(=O)[C@@H](CC(=O)NCCCN(C)C)C[C@@H]2C(=O)N1CCN(C(=O)C2CC2)CC1	-2.6	.	-1.0	.	-1.1	1.01	4.5	.	2.7
CCOc1ccccc1C(c1c(C)n(C)n(-c2ccccc2)c1=O)c1c(C)n(C)n(-c2ccccc2)c1=O	3.7	1.12	0.2	-11.6	-3.6	1.04	0.6	1.6	-1.6
O=C(Nc1ccc(F)cc1)c1ccc(C(=O)N2CCCC(O)C2)cc1 (centres undefined)	0.2	0.906	-2.4	9.4	5.8	0.942	-6.2	4.3	-12.6
CCOC(=O)c1c(C)[nH]c(C(=O)OCC(=O)Nc2sc(C(=O)N(C)C)c(C)c2C(=O)OCC)c1C	-5.7	1.04	-1.6	-4.3	10.9	0.891	-0.5	-4.2	-6.3
CSc1oc(-c2ccc(F)cc2)nc1S(=O)(=O)c1ccccc1	0.1	0.999	3.2	0.1	5.3	0.947	-1.4	-2.9	-3.9
Cc1cc(C(=O)NCc2cccs2)ccc1[N+](=O)[O-]	-6.8	0.977	3.4	2.3	0.2	0.998	6.7	-3.2	-2.7
COc1ccccc1N1CCN(C(=O)c2cc(-c3cccs3)on2)CC1	-3.9	1.42	0.2	-42.1	6.6	0.934	-10.4	-2.8	-4.3
CC(C)C(NC(=O)c1ccccc1)C(=O)OCc1cc([N+](=O)[O-])cc2c1OCOC2 (centres undefined)	-0.3	0.936	8.5	6.4	9.2	0.908	-4.6	1.3	-8.8
Cc1ccc2nc(C)c(C)nc2c1N	0.0	1.19	-1.6	-19.0	4.9	0.951	-5.2	-1.5	-6.5
O=C1c2ccccc2C(=O)N1CCCc1nc(-c2ccc(Cl)cc2)no1	0.2	0.943	0.2	5.7	7.5	0.925	-0.2	-2.4	0.1

As a short view, two of the compounds above.
SMILES	GRIN3A LBD mod	hIAP act	MPTP inh	hIAP inh	mIAP block	mIAP act	APOBEC3A inh	beta cell repl	A3G deaminase
O=C(NOCc1ccccc1)c1ccccc1	-0.1	1.12	-0.7	-12.1	3.7&7.3	0.963&0.927	-1.5&0.7	0.0	1.2&15.9
O=C(O)c1ccc(-n2cccc2/C=C2/SC(=O)N(CC(=O)N3CCCC3)C2=O)cc1	-1.6	1.11	0.4	-11.2	5.4	0.946	96.3	-2.1	84.6

(more compounds)
SMILES	GRIN3A LBD mod	hIAP act	MPTP inh	hIAP inh	mIAP block	mIAP act	APOBEC3A inh	beta cell repl	A3G deaminase
COc1cc(/C=C/c2ccc(O)cc2)cc(OC)c1	2.1	0.999	1.6	0.1	0.1	0.999	4.0	-4.6	-4.3
O=C(NCc1cccnc1)C(=O)NCC(c1ccco1)N1CCN(c2ccccc2F)CC1 (centres undefined)	5.0	0.844	1.9	15.6	-1.9	1.02	0.4	0.0	-4.4
COC(=O)c1ccc(NC(=S)NC(=O)c2cc(-c3ccccc3)nc3ccccc23)cc1	-4.4	1.03	-0.9	-2.6	16.4	0.836	-1.7	-1.8	-3.1
O=C(CSC1=NCCS1)N1CCN(c2ccccc2)CC1	-0.1	1.06	-1.8	-6.1	12.8	0.872	-3.2	0.5	-7.9
CCOC(=O)c1[nH]c2ccccc2c1NC(C)=O	0.3	1.11	-2.3	-11.0	5.1	0.949	8.4	4.5	2.8
CCOC(=O)N1CCN(C(=O)Cc2c(C(=O)O)n(C)c3ccccc23)CC1	-1.5	1.09	-2.8	-9.4	3.3	0.967	-0.6	-1.1	-3.8
CCOC(=O)Cn1c(=O)cnc2ccccc21	1.8	1.06	-5.6	-5.6	-10.3	1.1	5.0	2.5	0.0
CCCCCc1cccnc1	0.5	1.14	1.1	-13.7	-6.5	1.06	5.5	0.6	2.2
CCc1noc(C)c1C(=O)OCC(=O)Nc1ccc2c(c1)OCO2	3.0	0.919	0.5	8.1	-8.0	1.08	-0.1	3.2	-6.5
CCCSc1nc(O)c(C(c2ccc(OC)c(O)c2)c2c(O)nc(SCCC)n(C)c2=O)c(=O)n1C	-12.7	1.02	-1.4	-1.9	-8.1	1.08	2.0	-1.4	-4.2
c1ccc(C(c2ccccc2)N2CCN(Cc3nc(-c4cnccn4)no3)CC2)cc1	-2.2	1	1.5	-0.3	-0.7	1.01	1.5	-0.8	-5.4
COc1ccc(C(CNC(=O)c2cc(S(=O)(=O)N3CCCC3)ccc2Cl)N2CCCC2)cc1 (centres undefined)	-0.2	1.01	-0.7	-0.7	-10.9	1.11	2.5	-1.6	-0.3
O=C(Nc1ccc(Cl)cc1)N1CCCN(Cc2ccccc2F)C1	-1.1	0.928	10.9	7.2	-13.7	1.14	3.8	-3.8	-6.7
O=C(NCCS(=O)(=O)NC1CCCC1)c1ccccc1	0.6	1.26	-0.3	-25.6	4.0	0.96	-2.7	2.5	3.9
Cc1c(NC(=S)N/N=C/c2ccc([N+](=O)[O-])cc2O)c(=O)n(-c2ccccc2)n1C	-0.4	1.29	-1.1	-28.9	-3.7	1.04	-5.8	-1.0	-7.0
Cn1c(SCC(=O)CC(=O)Nc2ccccc2)nnc1-c1ccc(O)cc1	-19.4	1.05	-0.1	-5.1	6.9	0.931	-2.4	-1.4	-2.4
CCn1cc(C(=O)OCC(=O)Nc2ccccc2OC(F)F)c(=O)c2ccc(C)nc21	-2.4	0.951	-0.4	4.9	1.3	0.987	-0.7	3.4	-4.4
COc1cccc(C(=O)NNC(=O)C(=O)Nc2ccc(OC)cc2OC)c1	1.4	1.86	-1.9	-86.0	7.7	0.923	-4.0	-1.3	-11.8
CCN(CC)CCCN(C(=O)c1ccc(F)cc1)c1nc(-c2ccc(OC)cc2)cs1	-2.3	0.94	0.8	6.0	-0.7	1.01	-0.8	-4.4	-3.6
COc1ccc(N2CCN(/C(=N\S(=O)(=O)c3ccc(C)cc3)Nc3nc(C)cc(C)n3)CC2)cc1	3.1	0.903	0.8	9.7	1.3	0.987	-2.4	-0.5	-2.5

An excerpt from above, showing only hIAP inh.
molecule | hIAP inh
O=C(NCCS(=O)(=O)NC1CCCC1)c1ccccc1 | -25.6
Cc1c(NC(=S)N/N=C/c2ccc([N+](=O)[O-])cc2O)c(=O)n(-c2ccccc2)n1C | -28.9

Other entries
SMILES	GRIN3A LBD mod	hIAP act	MPTP inh	hIAP inh	mIAP block	mIAP act	APOBEC3A inh	beta cell repl	A3G deaminase
COc1cc(C)ccc1OCCCCNCc1ccccc1	-1.4	1.14	0.7	-13.9	2.8	0.972	-0.3	-0.7	-2.2
CCc1ccc(C(=O)NC(=S)Nc2ccc(N3CCOCC3)cc2)cc1	-1.2	0.897	3.1	10.3	12.9	0.871	-1.8	-6.0	0.4
COc1ccc(/C=N/NC(=O)c2ccc(F)cc2)cc1CN1CCc2cc(OC)c(OC)cc2C1C (centres undefined)	-1.2	1	-2.8	-0.2	2.4	0.976	1.0	-1.0	-7.1
O=C(CN1C(=O)NC2(CCCc3ccccc32)C1=O)N1CCN(c2cccc(C(F)(F)F)c2)CC1 (centres undefined)	1.2	0.953	1.0	4.7	-0.6	1.01	5.7	-1.1	-5.2
COc1cccc(/C=C/C(=O)OCC(=O)N2CCN(S(=O)(=O)c3ccc(Cl)cc3)CC2)c1	-1.3	1	-0.9	-0.1	7.6	0.924	-0.6	-1.1	-0.5
CCn1c(N)c(C(N)=O)sc1=S	0.2	1.06	-7.5	-5.9	10.7	0.893	-2.2	-0.9	18.0
S=C(NCc1ccc(Cl)cc1)Nc1ccccc1	-6.5	0.916	65.0*	8.4	-31.4	1.31	-6.0	-4.5	-8.2
CCC(=O)Nc1cc2c3c(c1)CCN3C(=O)CC2	11.3*	0.927	-0.6	7.3	-2.8	1.03	-2.2	7.7	-2.4
Cc1ccc(CSc2ncnc3ccccc23)cc1	1.1	1.01	0.1	-0.9	12.7	0.873	-1.5	2.7	-9.2
NC(=O)C1CCN(C(=O)c2ccc3c(=O)n(Cc4ccco4)c(SCC(=O)c4ccccc4)nc3c2)CC1	-1.2	0.92	-0.5	8.0	-1.9	1.02	-7.2	2.4	1.0
COc1ccc(CN2CC(C(=O)NCCCN3CCCCCC3)CC2=O)cc1 (centres undefined)	0.1	0.979	-4.0	2.1	0.3	0.997	-1.1	-4.0	-5.7
COc1ccc(NC(=O)CN(C)C(=O)C2CC(=O)N(c3cccc4ccccc34)C2)cc1 (centres undefined)	-1.0	0.867	0.8	13.3	-6.0	1.06	-2.3	0.1	-6.6
COc1ccccc1CNC(=O)[C@@H]1CCCN1S(=O)(=O)c1ccccc1F	1.4	0.89	-0.1	11.0	0.9	0.991	-2.9	-0.8	-14.1
CCOc1ccc(C(=O)CCN2CCOCC2)cc1	0.5	0.85	0.8	15.0	12.6	0.874	-4.1	-4.9	-7.5
C=CCN=C(NC#N)SCC(=O)NC(C)(C)C	1.6	1.14	-1.4	-14.4	-4.6	1.05	-0.7	-0.2	-1.8
O=C(N/N=C/c1cc(Br)ccc1O)c1cccc(N2CCCC2=O)c1	-6.9	1.31	5.6	-31.4	9.7	0.903	2.6	0.0	-2.8
Cc1ccc(CSCCNC(=O)CN(c2cc(C)ccc2C)S(C)(=O)=O)cc1	0.0	1.04	-0.6	-3.8	2.1	0.979	-0.3	-2.3	-3.0
O=c1cc(N2CCCC2)[nH]c(=O)n1-c1ccc(Cl)cc1	1.9	1.11	-1.3	-10.7	10.2	0.898	-2.5	-0.1	-6.4
O=C(O)C(Oc1ccc2c3c(c(=O)oc2c1)CCC3)c1ccccc1 (centres undefined)	0.9	0.992	-0.5	0.8	-7.9	1.08	-2.3	-1.4	-4.2
O=C(NC(=S)NCc1ccco1)c1ccccc1[N+](=O)[O-]	0.6	0.86	0.3	14.0	5.8	0.942	-4.5	-2.0	-4.8
COc1ccc(C)cc1C1=CC(=O)C[C@H](c2ccc(F)cc2)C1	-5.6	1.02	-0.2	-1.6	4.8	0.952	0.7	-7.1	-5.4

Screening data (PubChem)
